PTHR1 ag: agonists of human PTHR1 parathyroid hormone receptor; HEK293 GP2 PTHR1 cells, GloSensor cAMP luminescence, 1 h; Potency, µM (series often up to 115 µM), without a hit: at the highest dose activation, most hits filed as activators; Q03431; 410,000 compounds, 0.075% hits; AID 743266; also: nearly all actives have a fitted effect of over 55% in size; some results filed as inactive show a strong effect at the top dose; inactives centre near -15; many of its hits are not listed in these tables
Target sequence (Q03431 whole entry, looked up): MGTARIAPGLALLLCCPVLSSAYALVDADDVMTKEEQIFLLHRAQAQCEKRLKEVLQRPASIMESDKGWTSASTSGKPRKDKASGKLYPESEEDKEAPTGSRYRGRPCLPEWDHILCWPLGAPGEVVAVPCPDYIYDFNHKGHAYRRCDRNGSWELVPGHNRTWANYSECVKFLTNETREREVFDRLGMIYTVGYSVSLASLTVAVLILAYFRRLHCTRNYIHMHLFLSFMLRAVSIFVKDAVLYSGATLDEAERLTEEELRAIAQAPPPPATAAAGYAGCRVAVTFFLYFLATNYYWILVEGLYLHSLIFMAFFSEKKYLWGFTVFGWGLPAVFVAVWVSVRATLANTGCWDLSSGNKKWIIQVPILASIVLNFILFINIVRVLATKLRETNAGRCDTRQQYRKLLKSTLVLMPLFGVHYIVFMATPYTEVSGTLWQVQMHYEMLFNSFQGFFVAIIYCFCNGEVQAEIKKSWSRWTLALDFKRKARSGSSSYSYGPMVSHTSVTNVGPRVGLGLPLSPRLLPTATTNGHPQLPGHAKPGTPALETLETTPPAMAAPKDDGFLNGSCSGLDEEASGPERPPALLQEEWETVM
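HEK-293-derived GP2 cells expressing PTHR1 and a GloSensor cAMP reporter, 3,000/well, plated overnight, given luciferin plus IBMX (each 0.5 mM as added) for 1 h at 37 °C, then compound for 1 h at 37 °C. Luminescence was read after 15 min at room temperature.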
TDP43 rescue: inhibitors of TDP-43 toxicity in yeast | TDP-43 expressing yeast growth rescue, BacTiter-Glo, 24 h | Potency, µM (doses to about 46.1 µM), for inactives: at the top dose growth rescue (activation), usual class: activators | 410,000 compounds, 1.8% hits; also: % of control where 0% means no effect; nearly all actives have a fitted effect of over 50% in size
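Growth rescue of TDP-43-toxic yeast measured as ATP luminescence (BacTiter-Glo). Cells grown to mid-log in raffinose, induced in galactose at OD600=0.02, exposed to compound 24 hr at 30 deg C.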
FUS suppressor: FUS proteinopathy suppression in yeast. S. cerevisiae FUS-expressing, growth rescue, OD600, 24 h. Potency, µM (titrated, usually from 76.6 µM), for the others: at the top dose growth rescue (activation), usual class: activators. 390,000 compounds, 0.24% hits;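 also: plate controls were DMSO vehicle for no effect and reference control for full effect; nearly all actives have a fitted effect of over 55% in size; some results filed as inactive show a strong effect at the top dose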
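S. cerevisiae expressing FUS from galactose induction served as the toxicity model. Growth after 24hr at 30C, read as absorbance at 600 nm, indicates suppression of toxicity; compounds dosed at several concentrations.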
An asterisk follows results filed as active; i = inactive; u = inconclusive; [ ] = dose if it differs, or a comment. Calls follow the shape of the dose curve; as a rule, active = well fitted curve in the direction sought with a large enough effect; inconclusive = small, poorly fitted or top-dose-only effect, or another doubt; inactive = no such curve, though single readings can be large; an effect the other way counts as inactive or inconclusive. Potency is read from the fitted curve at half-maximal effect. Some of the compounds tested; count on the stated rates, not on these rows.

SMILES	PTHR1 ag	TDP43 rescue	FUS suppressor
CC(Nc1ncnc2c1cnn2-c1cccc(Cl)c1)c1ccccc1 (stereo not drawn)	-65%[inhibitor]	-45%[inhibitor]	-4%
Cc1c(CCC(=O)NCCc2ccccc2)c(=O)oc2cc(O)ccc12	i	0%	-7%
COc1ccc(-n2nc(C(=O)N(C)c3cccc(C(F)(F)F)c3)c3c4ccccc4n(C)c3c2=O)cc1	-16%	4%	-8%
Cc1ccc(-c2ccc(CCC(=O)O)n2-c2ccc(C(N)=O)cc2)cc1	-15%	25%	10%
COc1ccc(CNS(=O)(=O)c2cc3c(cc2C)n(C)c(=O)c(=O)n3C)cc1	i	19%	-21%
Cc1ccc(C)c(N2CCN(c3nc4ccccc4n4nnnc34)CC2)c1	i	18%	-5%
CCOc1ccc2c(c1)[C@@H]1C=CC[C@@H]1[C@H](c1ccccc1Cl)N2	7%	-11%[9.22 µM]	18%
COc1cc2c(cc1NC(=O)COc1cc(C)ccc1C)oc1ccccc12	9%	-3%	-4%
COc1ccc(CNC(=O)CCS(=O)(=O)c2cc(Br)cc3c2N(C(C)=O)C(C)C3)cc1 (stereo not drawn)	-11%	-4%	10%
O=C(CSc1ncc(-c2ccccc2)[nH]1)Nc1cccc(C(F)(F)F)c1	-25%	u	10%
Cc1cccc2c1-c1sc(C(=O)N3CCN(c4cccc(Cl)c4)CC3)cc1CO2	i	23%	31%
FC(F)(F)c1cc(-c2cccc(Br)c2)nc2ncnn12	-15%	u	8%
Cc1ccc(Nc2c3c(nc4nc(-c5cccs5)nn24)CCCC3)cc1F	-96%[inhibitor]	23%	-12%
COc1ccc(C)cc1Nc1nc(-c2cccc(Cl)c2)c2c(n1)-c1ccccc1OC2	7%	6%	-3%
COc1ccccc1C1=NS(=O)(=O)N(C)C(C(=O)Nc2cc(OC)c(OC)c(OC)c2)=C1	-15%	28%	39%

3 structures already listed, arranged by heavy-atom count, low to high:
SMILES	PTHR1 ag	TDP43 rescue	FUS suppressor
Cc1c(CCC(=O)NCCc2ccccc2)c(=O)oc2cc(O)ccc12	i	0%	-7%
Cc1ccc(Nc2c3c(nc4nc(-c5cccs5)nn24)CCCC3)cc1F	-96%[inhibitor]	23%	-12%
COc1ccc(-n2nc(C(=O)N(C)c3cccc(C(F)(F)F)c3)c3c4ccccc4n(C)c3c2=O)cc1	-16%	4%	-8%

Going on with the list.
SMILES	PTHR1 ag	TDP43 rescue	FUS suppressor
COc1ccc(Cn2ccnc2SCC(=O)Nc2ccc(C)cc2C)cc1	-49%[inhibitor]	0%	6%
Cc1ccc(C)c(NC(=O)N2CCN(C(=O)c3nsc4ccccc34)CC2)c1	i	20%	36%
CCN(CC)C(=O)c1c(NC(=O)c2cccc(C)c2)sc2c1CCC(C)C2 (stereo not drawn)	-3%	u	-1%
CCCCS(=O)(=O)c1oc(-c2cccs2)nc1S(=O)(=O)c1ccc(F)cc1	-9%	22µM*	-2%
O=C(c1cc2c(s1)-c1ccccc1OC2)N1CCN(c2ccc(F)cc2)CC1	-30%[inhibitor]	30%[9.22 µM]	40%
COc1ccc(N2CCN(C(=O)CSc3n[nH]c(-c4ccccc4Cl)n3)CC2)cc1	-22%	31%	22%
O=C(CCC1N=C2c3ccccc3N=C(SCc3ccccc3F)N2C1=O)NC1CCCCC1 (stereo not drawn)	-15%	19%	-16%
Cc1ccc(NC(=O)Cn2cc(C(=O)c3ccco3)c3ccccc32)cc1	-25%	17%	3%
CCCCOc1cccc(C(=O)N(Cc2ccc(C)o2)c2ccccn2)c1	-12%	18%	25%
CCN(CC)c1ccc(-c2nc(-c3ccco3)no2)cc1[N+](=O)[O-]	-45%[inhibitor]	5%	3%
CCOc1ccc(CNC(=O)c2ccc(-c3nc(CSc4ccc(C)cc4)c(C)o3)cc2)cc1	-9%	-3%	2%
Cc1ccc(Sc2ccc(N3CCC(C(=O)Nc4ccc(C)c(F)c4)CC3)nn2)cc1	-1%	24%	-37%
COCCn1c(CNC(=O)c2cc(OC)c(OC)c(OC)c2)nc2cccnc21	10%	-7%	-13%
CCOc1ccccc1CNC(=O)c1cnc2sc(N3CCC(C)CC3)nn2c1=O	i	7%	-9%
COc1ccc(S(=O)(=O)N2CCC(n3c(C)nc4cccnc43)CC2)cc1Cl	i	-7%	30%
CCCCn1c(SCC(=O)Nc2ccc(F)cc2)nc2c(sc3ccccc32)c1=O	i	16%	-26%
O=C(NCCCc1nc2ccccc2n1Cc1ccccc1)C1CCCCC1	i	-6%	9%
COc1ccccc1NC(=O)CCCOc1cc(=O)n(C)c2ccccc12	i	10%	20%
COc1ccccc1CNC(=O)CCC1N=C2c3ccccc3N=C(SCC(=O)Nc3ccc(F)cc3)N2C1=O (stereo not drawn)	21%	-12%	-6%
O=C(c1cccs1)N1CCCc2cc(NS(=O)(=O)c3ccc(F)cc3F)ccc21	i	0%[9.22 µM]	25%
COc1ccc(-c2csc3ncnc(Nc4ccc(OC)cc4OC)c23)cc1	i	10%	-11%
COc1ccc(-c2cc3c(=O)n(CC(=O)Nc4cc(F)ccc4F)ccn3n2)cc1OC	-35%[inhibitor]	15%	-4%
CCOC(=O)c1c(-c2ccccc2)oc2ccc(OCc3ccccc3Br)cc12	-8%	6%	0%
CCOc1ccc(C(=O)c2cn(Cc3ccc(Cl)cc3)c3cc(OC)c(OC)cc3c2=O)cc1	-13%	2%	32%
COc1ccc(S(=O)(=O)N(Cc2nc(-c3cccc(C)c3)no2)C2CCCCC2)cc1	i	15%	10%
Cc1ccc(-n2c(=O)c3cccnc3n2CC(=O)NCc2ccc(F)cc2)cc1C	i	13µM*	35%
Cc1c(NC(=O)c2cc3ccccc3o2)cccc1-c1nc2ccccc2o1	-79%[inhibitor]	18%	22%
Cc1ccc(CSc2nncn3c2cc2sccc23)cc1	i	19%	-30%
Cc1ccc(-c2noc(-c3ccccc3NC(=O)C3CC(=O)N(c4ccccc4C)C3)n2)cc1 (stereo not drawn)	u	1%	-15%
CCN(CCCNC(=O)c1c(C)oc2ncn(CC(C)C)c(=O)c12)Cc1ccccc1	i	13%	2%
CC1=C(C(=O)Nc2cccc(F)c2)C2(CCCCC2)OC1=O	-1%	u	-17%
COc1ccc(CNCc2c(C(=O)O)c(C)n(Cc3ccccc3C)c2C)cc1OC	-13%	0%	45%
COc1ccc(CCNC(=O)CSc2n[nH]c(-c3ccccc3Cl)n2)cc1OC	-24%	10%	18%
COc1ccccc1NC(=O)c1c(NC(=O)c2ccccc2Cl)sc2c1CCC2	17%	3%	0%
Cc1cc2[nH]c(=O)c(=O)[nH]c2cc1S(=O)(=O)Nc1ccc(OC(F)(F)F)cc1	i	11%	-18%
CC(=O)c1cccc(NC(=O)CSc2nnc3ccc(-c4ccc(F)cc4)nn23)c1	i	24%	-2%
CC(C)Oc1cccc(C2CC(=O)Nc3cc4c(cc32)OCO4)c1 (stereo not drawn)	-27%	u	-7%
COc1ccc(NC(=O)Nc2ccccc2OCc2cc(=O)n3ccccc3n2)c(OC)c1	-3%	20%	16%
CCc1cccc(NS(=O)(=O)c2cc(-c3cnc(C)o3)ccc2OC)c1	-13%	u	7%
Cc1nn(C)c2c1c(C(F)(F)F)cc(=O)n2CC(=O)N1CCCCC1C (stereo not drawn)	-18%	8%	7%
CCS(=O)(=O)N1CCc2cc(C(=O)NCc3ccccc3Cl)ccc21	-9%	11%	22%
COc1ccc(C)cc1NC(=O)N1CCCn2nc(C)cc21	-1%	9%	-17%
Cc1ccc(CCNC(=O)c2ccc(CS(=O)(=O)c3ccc(Br)cc3)o2)cc1	-31%[inhibitor]	17%	5%
O=C(Nc1ccccc1C(F)(F)F)c1cc2ccccn2n1	-38%	0%	0%
CCc1ccc(C2=C(C)C(N3CCC(C(=O)Nc4cccc(OC)c4)CC3)=NS2(=O)=O)cc1	-52%[inhibitor]	22%	9%

Of the compounds above, 6 contain a CF3 group.
SMILES	PTHR1 ag	TDP43 rescue	FUS suppressor
COc1ccc(-n2nc(C(=O)N(C)c3cccc(C(F)(F)F)c3)c3c4ccccc4n(C)c3c2=O)cc1	-16%	4%	-8%
O=C(CSc1ncc(-c2ccccc2)[nH]1)Nc1cccc(C(F)(F)F)c1	-25%	u	10%
FC(F)(F)c1cc(-c2cccc(Br)c2)nc2ncnn12	-15%	u	8%
Cc1cc2[nH]c(=O)c(=O)[nH]c2cc1S(=O)(=O)Nc1ccc(OC(F)(F)F)cc1	i	11%	-18%
Cc1nn(C)c2c1c(C(F)(F)F)cc(=O)n2CC(=O)N1CCCCC1C (stereo not drawn)	-18%	8%	7%
O=C(Nc1ccccc1C(F)(F)F)c1cc2ccccn2n1	-38%	0%	0%

New compounds follow
SMILES	PTHR1 ag	TDP43 rescue	FUS suppressor
Cc1c(C(=O)Nc2ccc(-n3c(C)nc4ccccc4c3=O)cc2)cccc1[N+](=O)[O-]	-26%	5%	27%
Cc1ccc(CN2CCCn3nc(C(=O)NCCc4ccccc4C)cc3C2=O)cc1	i	16%	27%
COc1ccccc1N1CCN(C(=O)c2cn(C)c3ccc(S(=O)(=O)N(C)C4CCCCC4)cc3c2=O)CC1	-10%	24%	6%
COc1ccccc1CNC(=O)CCCn1c(=O)c2ccccc2n(CC(=O)Nc2c(C)cc(C)cc2C)c1=O	-11%	18%	-3%
CC1=C(C(N)=O)C(c2ccc(F)cc2)n2nc(-c3ccccc3Cl)nc2N1 (stereo not drawn)	1%	-5%[9.22 µM]	-5%
CCOC(=O)C(C)Sc1nnc2ccc3ccccc3n12 (stereo not drawn)	-33%[inhibitor]	19%	-3%
Cc1ccccc1N1CC(c2nc3ccccc3n2CCC2CCCCC2)CC1=O (stereo not drawn)	i	22µM*	u
CCCn1c(CCC(=O)Nc2cccc(C)c2C)nc2cccnc21	-2%	14%	-11%
COc1ccc(CCNC(=O)c2cccc(Nc3nc4ccccc4nc3-n3nc(C)cc3C)c2)cc1OC	1%	-4%	-13%
Cc1ccc(-c2nc(CSc3nncn4c3cc3occc34)c(C)o2)cc1	i	-21%	11%
O=c1[nH]c(C2CCCN(S(=O)(=O)c3ccccc3Cl)C2)nc2c1nnn2Cc1ccc(OC(F)(F)F)cc1 (stereo not drawn)	-8%	-6%	-1%
Cc1ccc(NC(=O)Cn2c(=O)n(CCC(=O)NCc3ccccc3Cl)c(=O)c3ccccc32)cc1	-22%	-8%	12%
O=C(CSc1ncc(S(=O)(=O)c2ccc(Br)cc2)c(=O)[nH]1)NCc1ccc(Cl)cc1	i	14%	-2%
COc1ccc(NC(=O)c2noc3c2CCCC3)cc1Cl	-16%	30%	-19%
Cc1ccc(N2C(=O)C(CC(=O)Nc3ccccc3)N(CCC3=CCCCC3)C2=O)cc1 (stereo not drawn)	-8%	-2%	u
O=C1CC(c2cccc(O)c2)c2cc3c(cc2N1)OCO3 (stereo not drawn)	-1%	-5%	-15%
CCOC(=O)N1CCc2c(sc3c2c(=O)n(Cc2ccccc2)c(=O)n3CC(=O)Nc2ccccc2F)C1	-16%	0%	6%
COc1cccc(NC(=O)c2ccc3nc(Cc4ccccc4)oc3c2)c1	-25%	0%	-1%
Cc1cccc(NC(=O)CSc2nc(=O)n(Cc3ccco3)c3c2CCC3)c1C	i	23%	37%
Cc1ccc(CSCCC(=O)N2CCN(c3ccc(F)cc3)CC2)cc1	-27%	u	33%
CCOC(=O)COc1ccc(F)cc1C(=O)c1ccn2nc(-c3ccc(Cl)cc3)cc2n1	i	18%	0%
Cc1ccc(CCNc2ncnc3onc(-c4ccc(F)cc4)c23)cc1	i	12%	26%
COc1ccc(C)cc1N(C)C(=O)c1c2c(nc3ccccc13)C(=O)N(C1CCCCC1)C2	-15%	6%	18%
CN(Cc1ccccc1)c1nnc(NC(=O)Nc2cccc(Br)c2)s1	i	-2%	-21%
CCc1ccccc1Nc1cc(C(=O)NCCc2ccccc2)c2ccccc2n1	i	15%	8%
CCN(c1ccccc1)c1ncnc2c1cnn2-c1ccc(OC)cc1	-83%[inhibitor]	u	41%
Cc1ccc(CN(Cc2cccn2-c2nnc(N3CCCC3=O)s2)C(=O)Nc2ccccc2C(F)(F)F)cc1	-11%	6%	u
COc1ccc(NC(=O)C2CCN(S(=O)(=O)c3cccc(-c4noc(C)n4)c3)CC2)cc1OC	-19%	13%	36%
Cn1c(=O)n(C)c2cc(N3CCCCC3)c(NC(=O)Nc3ccc(Br)cc3)cc21	-14%	3%	-4%
CSc1ccc(CCNC(=O)NCc2noc3ccccc23)cc1	-23%	12%	-12%
CCCN1C(=O)C(O)(CC(=O)c2ccc(CC)cc2)c2cc(Br)ccc21 (stereo not drawn)	-29%	25µM*	u
CCN(CC)S(=O)(=O)c1ccc2nc(NC(=O)c3ccccc3OC)sc2c1	-47%[inhibitor]	-10%[9.22 µM]	14%
Cc1ccc(N2CCN(S(=O)(=O)c3ccc(F)c(C(=O)Nc4ccc(Cl)cc4Cl)c3)CC2C)cc1 (stereo not drawn)	i	13%	15%

Screening data (PubChem)
